# Bioassay records (PubChem BioAssay)
# MEX-5 binding = C. elegans MEX-5 TCR-2 RNA binding activity; AID 1832; MEX-5/FITC-TCR2 RNA binding, fluorescence polarization; hits give low values; hit rate 0.38% among 300,000; activity score (negative = inhibition of binding), % at 10 µM;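 active = inhibition past about -25% in most replicates, and total fluorescence under double the plate's negative control median, limit read from the data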;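 note: 0% = DMSO and -100% = 5 µM competing unlabeled TCR2 RNA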
# Target sequence (Q9XUB2 whole entry, looked up): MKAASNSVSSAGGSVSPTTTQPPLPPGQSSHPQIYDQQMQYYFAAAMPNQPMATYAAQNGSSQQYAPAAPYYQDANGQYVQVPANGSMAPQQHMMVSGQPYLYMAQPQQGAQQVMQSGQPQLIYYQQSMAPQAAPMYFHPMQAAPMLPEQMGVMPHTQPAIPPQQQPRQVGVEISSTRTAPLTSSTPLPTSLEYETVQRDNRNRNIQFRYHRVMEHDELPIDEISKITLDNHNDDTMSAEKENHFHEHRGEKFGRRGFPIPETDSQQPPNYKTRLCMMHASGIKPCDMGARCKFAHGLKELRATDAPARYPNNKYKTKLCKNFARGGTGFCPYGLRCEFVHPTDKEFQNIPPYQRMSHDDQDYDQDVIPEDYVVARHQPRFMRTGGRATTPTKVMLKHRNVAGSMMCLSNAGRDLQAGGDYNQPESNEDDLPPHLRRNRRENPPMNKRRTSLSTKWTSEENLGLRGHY
# BCLXL inh = inhibitors of human Bcl-xL. GST-Bcl-xL / FITC-Bim BH3 peptide fluorescence polarization. inhibition, % at 10.9 µM. hit rate 0.7% among 320,000;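 active = inhibition above the mean of all tested compounds plus 3 SD, cutoff set per campaign, cut at about 30% in these data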;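 note: 0% = DMSO wells and 100% = unlabeled Bim-BH3 peptide competitor; inhibitors lower millipolarization by displacing the labeled peptide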
# MCL1 BIM primary = MCL1-BIM-BH3 interaction inhibition (human). Q07820. inhibition, % at 10.9 µM. GST-MCL1 / FITC-Bim-BH3 fluorescence polarization. hit rate 0.68% among 320,000;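 active = inhibition above the mean inhibition of all tested compounds plus 3 SD, set per campaign, cut at about 40% in these data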;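 note: 0% = DMSO wells and 100% = unlabeled Bim-BH3 peptide control; higher means more loss of mP so more displacement of Bim peptide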
# Target sequence (Q07820 whole entry, looked up): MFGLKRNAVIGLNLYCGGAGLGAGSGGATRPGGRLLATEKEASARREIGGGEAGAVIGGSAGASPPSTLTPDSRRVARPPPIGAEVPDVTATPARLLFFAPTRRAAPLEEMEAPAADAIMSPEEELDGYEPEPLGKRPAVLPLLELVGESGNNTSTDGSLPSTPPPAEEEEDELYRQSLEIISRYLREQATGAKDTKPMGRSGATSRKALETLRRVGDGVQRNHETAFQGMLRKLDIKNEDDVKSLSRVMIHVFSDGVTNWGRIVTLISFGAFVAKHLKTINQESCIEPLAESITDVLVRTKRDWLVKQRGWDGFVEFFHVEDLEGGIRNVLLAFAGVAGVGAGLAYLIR
# EBNA-1 inh = blocks EBNA-1 binding to DNA. EBNA-1 DNA binding, fluorescence polarization. inhibition, % at 14.8 µM. hit rate 0.34% among 300,000. AID 1950; in the data active = inhibition above about 28%
# GLD-1 RNA inh = GLD-1-TGE RNA interaction inhibition (C. elegans); Q17339; purified GLD-1 + fluorescein TGE RNA, fluorescence polarization; inhibition, % at 5.96 µM; hit rate 0.44% among 320,000; AID 2280;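 active = percent inhibition above a per-plate cutoff, the plate mean of test compounds plus 3 SD, cut at about 30% in these data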;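 note: 0% = DMSO wells with GLD-1 and probe and 100% = wells lacking GLD-1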
# CR mimetic SO = lowers age-related superoxide in aged yeast cells; S. cerevisiae aged cells, superoxide DHE fluorescence; hits give low values; hit rate 0.18% among 330,000; superoxide response (% of plate mean), % at 10 µM;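 active = superoxide response under a set limit, about three screen SD below normal, cut at about 65% in these data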;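 note: yeast aged for seven days with compound at 30 °C before DHE staining; 100% = average MFI of all compound-treated wells on the plate with controls excluded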
# Efflux pump mplx = blocks antifungal efflux pumps in multiplex yeast assay; S. cerevisiae Candida pump triplex, Nile Red efflux; inhibition, % at 10 µM; hit rate 0.44% among 330,000; AID 485275;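 active = plate passing quality check with inhibition over a set limit, or well fluorescence over plate mean plus 4 SD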;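 note: Nile Red retained in pooled yeast measured as flow cytometry median fluorescence; 0% = buffer negative control and 100% = Enniatin B positive control; higher means more Nile Red kept so more efflux inhibition; some compounds called inactive have numbers as strong as hits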
# ZTA DNA inh = counter-screen for EBNA-1 inhibitors: inhibitors of Epstein-Barr virus ZTA | P03206 | ZTA-DNA binding, fluorescence polarization | inhibition, % at 11 µM | hit rate 0.15% among 320,000; in the data active = inhibition above about 33%
# Fam108B counter = Fam108B inhibition, counter-screen for RBBP9 inhibitors; inhibition, % at 9.51 µM; hit rate 0.33% among 300,000; recombinant Fam108B, FP-Rh probe fluorescence polarization;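 active = inhibition above the screen mean inhibition plus 3 SD, computed separately per campaign, cut at about 18% in these data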;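 note: inhibitors lower polarization as less probe binds the enzyme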
# Starred values were filed as active, the others as inactive; . = no result given.
No.	SMILES	MEX-5 binding	BCLXL inh	MCL1 BIM primary	EBNA-1 inh	GLD-1 RNA inh	CR mimetic SO	Efflux pump mplx	ZTA DNA inh	Fam108B counter
1	CC1CCCN(S(=O)(=O)c2ccc(C(=O)Nc3nnc(-c4ccccn4)o3)cc2)C1 (centres undefined)	-2.3	2	2	5	-4	74	-0.1	-6	2
2	O=C(c1ccc(Cl)cc1)N1CCc2ccccc21	-1.9	7	4	-4	-6	98	0.0	14	-5
3	O=C(CN1CCN(c2ccccc2)CC1)Nc1ccc(F)cc1	-0.3	3	4	6	-8	96	0.0	-5	0
4	CCOC(=O)N1CCN(C(=O)c2cccc(OC)c2OC)CC1	-0.5	8	1	-3	2	96	-0.1	-2	1
5	CC1(C)Oc2ccc(C(=O)N3CCCCC3)cc2N(CC(=O)NCc2ccccc2)C1=O	-0.4	-1	-4	-8	-7	101	0.0	-8	0
6	COC(=O)C1(Cc2cc(-c3cccnc3)no2)CCN(C(=O)OC(C)(C)C)CC1	1.5	1	-4	-2	-2	104	-0.1	-13	4
7	COc1cccc(C2C(C(=O)c3cc4ccccc4o3)=C(O)C(=O)N2CCN(C)C)c1OC (centres undefined)	-3.4	8	4	1	-3	108	-0.1	14	1
8	Cc1ccc(-n2nnnc2SCC(N)=O)c(C)c1	1.0	5	3	-6	1	123	0.0	-6	5
9	Cc1nc2ccc(Oc3ccccc3)cc2s1	3.9	5	1	1	3	87	-0.1	-3	-1
10	CC(=O)Oc1ccc(C(=O)Cc2ccccn2)c(O)c1	-0.9	-2	-1	-1	3	82	-0.1	8	-2
11	O=C(CCNS(=O)(=O)c1ccc2c(c1)CCC(=O)N2)Nc1ccc2c(c1)OCCO2	-2.0	3	3	-16	1	89	-0.1	7	-3
12	CCSc1nc2c(cnn2-c2ccc(C)cc2)c(=O)[nH]1	1.5	-3	2	-6	2	112	0.1	-5	3
13	C#CCOCCOCCOCCNc1nc(N2CCN(C(=O)[C@H](C(C)C)n3cc(CCO)nn3)CC2)nc(N2CCN(C(=O)[C@H]([C@@H](C)CC)n3cc(CCCN=C(N)N)nn3)CC2)n1	-1.7	6	2	8	7	.	.	-8	-2
14	COc1ccc(OC)c(C(=O)c2ccc(C(=O)O)cc2)c1	1.5	-2	-2	-12	2	96	0.1	6	-2
15	COC(=O)c1sc(NC(=O)C2CCCCC2C(=O)O)c(C(=O)OC)c1C (centres undefined)	0.6	5	8	5	1	115	-0.1	16	-2
16	CCSc1nnc(NC(=O)CSc2nccn2-c2cccc(C)c2C)s1	-0.3	1	-1	-7	3	100	0.1	-4	-3
17	O=C(NCCc1ccccc1)/C(=C\c1ccccc1)NC(=O)c1ccco1	1.8	2	0	7	-1	108	-0.1	-1	0
18	COc1ccccc1CNC(=O)COC(=O)c1cc([N+](=O)[O-])ccc1N1CCOCC1	0.6	4	-2	2	0	104	-0.4	-1	0
19	O=C(CCN1C(=O)C2C3C=CC(C3)C2C1=O)Nc1c(F)cc(F)cc1Br (centres undefined)	0.4	7	0	-11	-4	106	0.1	6	-3
20	CC(OC(=O)c1cccs1)C(=O)NCc1ccc2c(c1)OCO2 (centres undefined)	-4.0	5	8	8	3	115	0.0	-4	6
21	COc1ccc(N(CC(=O)NC(C)c2ccccc2)S(=O)(=O)c2ccc(C)cc2)cc1 (centres undefined)	-0.8	3	5	11	-1	95	0.0	-1	0
22	COCC(=O)Nc1nnc(Cc2ccc(OC)c(OC)c2)s1	-1.2	2	1	0	6	88	0.0	-2	-1
23	Cc1cc(NC(=O)COC(=O)C2=COCCO2)c([N+](=O)[O-])cc1C	-0.5	42*	3	5	2	112	-0.3	-7	1
24	O=C(COC(=O)/C=C/c1ccc(OC(F)F)cc1)Nc1ccc(S(=O)(=O)N2CCCC2)cc1	-3.1	-1	-7	0	5	85	-0.1	-1	-19
25	Cc1cc(Cl)ccc1-n1c(-c2cccnc2)n[nH]c1=S	0.5	-21	-7	3	-3	102	0.0	-8	1
26	COc1ccc(O)c(C(=O)c2cnn(C(=O)c3cccc(S(=O)(=O)N4CCOCC4)c3)c2)c1	-0.7	5	7	6	3	95	0.0	0	10
27	Cn1cnnc1SCC(=O)Nc1ccc(Cl)cn1	-0.9	-2	-10	-20	1	108	0.3	-12	5
28	CCN(CC)S(=O)(=O)c1ccc2c3c(cccc13)C(=O)S2	1.5	-3	-1	-13	3	92	-0.1	-27	12
29	CCn1c(SCC(=O)Nc2cccc(C)c2)nc2c(c1=O)SC(C)C2 (centres undefined)	1.4	6	5	1	5	106	0.4	-12	-1
30	COC(=O)C(C)Oc1ccc2c(c1)O/C(=C\c1cccc(Br)c1)C2=O (centres undefined)	-0.6	3	-4	2	2	105	-0.1	4	-2
31	Cc1nc2ccccc2n1CC(=O)N/N=C\C=C\c1ccccc1	-0.1	4	2	-5	2	94	-0.3	-18	2
32	O=C1/C(=C/c2cccs2)SC(=S)N1CCCC(=O)N(CCO)c1ccccc1	-0.6	7	8	-11	-3	102	0.0	22	5
33	Cc1ccc(N(CC(=O)NC(C)(C)C)C(=O)CS(=O)CC(=O)Nc2ccc(F)cc2)cc1 (centres undefined)	-1.1	-3	-7	9	-5	106	-0.2	-7	2
34	N#Cc1c(SCC(=O)Nc2nccs2)nc2c(c1-c1ccco1)CCCC2	-8.0	7	5	10	1	117	-0.1	-10	-6
35	CCCCN1C(=O)c2ccc(C(=O)Nc3cccnc3)cc2C1=O	-0.6	3	0	-5	-3	97	0.0	-8	-2
36	CC(=O)C(Sc1ncnc2c1nnn2-c1ccc(F)cc1)C(=O)N(C)C (centres undefined)	1.1	6	8	3	3	109	0.0	-15	-3
37	CCOC(=O)c1c(C)[nH]c(C(=O)CN2CC(C)OC(C)C2)c1C (centres undefined)	-2.8	0	1	-10	10	104	0.1	-5	-7
38	COc1cccc(CNc2nccs2)c1O	-1.6	5	-1	8	-9	100	-0.2	6	3
39	C=CCn1c(SCC(=O)N(CCO)CCO)nc2sc3c(c2c1=O)CCC3	2.2	2	4	0	6	102	-0.1	14	1
40	CCCOc1ccc(CN2CCOCC2)cc1OC	0.8	3	-3	-8	-9	103	0.1	-8	2

# Some of the entries so far, in transposed form.
39) C=CCn1c(SCC(=O)N(CCO)CCO)nc2sc3c(c2c1=O)CCC3
40) CCCOc1ccc(CN2CCOCC2)cc1OC
21) COc1ccc(N(CC(=O)NC(C)c2ccccc2)S(=O)(=O)c2ccc(C)cc2)cc1 (centres undefined)

entry no.	39	40	21
MEX-5 binding	2.2	0.8	-0.8
BCLXL inh	2	3	3
MCL1 BIM primary	4	-3	5
EBNA-1 inh	0	-8	11
GLD-1 RNA inh	6	-9	-1
CR mimetic SO	102	103	95
Efflux pump mplx	-0.1	0.1	0.0
ZTA DNA inh	14	-8	-1
Fam108B counter	1	2	0

# The listing continues:
No.	SMILES	MEX-5 binding	BCLXL inh	MCL1 BIM primary	EBNA-1 inh	GLD-1 RNA inh	CR mimetic SO	Efflux pump mplx	ZTA DNA inh	Fam108B counter
41	COc1ccc(NC(=O)CN2C(=O)CC(C)(C)S(=O)(=O)c3ccccc32)cc1	-0.1	-4	-8	0	6	83	0.0	2	2
42	S=c1[nH]nc2c3c4c(sc3ncn12)CCCC4	0.9	20	22	5	-1	67	-0.1	-12	2
43	COC(=O)C1=C(C)OC(N)=C(C#N)C1c1cc2cccc(C)c2nc1Cl (centres undefined)	-3.2	-1	-1	-20	-10	104	0.2	-3	-2
44	CC1(C)C(C=C(Cl)Cl)C1C(=O)Nc1ccc([N+](=O)[O-])cc1 (centres undefined)	.	-2	-1	-9	5	99	0.3	10	-3
45	C=CCn1c(C(C)NC(=O)CC)nc2ccccc21 (centres undefined)	1.6	-1	-1	0	-5	114	0.2	3	-4
46	OC(COc1ccccc1CNCc1cccnc1)CN1CCc2ccccc2C1 (centres undefined)	-0.4	0	3	-5	3	93	0.2	6	3
47	COc1ccc([C@]2(C(C)C)ON(c3ccccc3C(F)(F)F)C2=O)cc1	.	2	8	.	-2	105	0.3	8	.

# Entries of single compounds, looked up by structure. Order of values: MEX-5 binding	BCLXL inh	MCL1 BIM primary	EBNA-1 inh	GLD-1 RNA inh	CR mimetic SO	Efflux pump mplx	ZTA DNA inh	Fam108B counter
# COC(=O)C1=C(C)OC(N)=C(C#N)C1c1cc2cccc(C)c2nc1Cl (centres undefined) as listed: -3.2	-1	-1	-20	-10	104	0.2	-3	-2
# OC(COc1ccccc1CNCc1cccnc1)CN1CCc2ccccc2C1 (centres undefined) as listed: -0.4	0	3	-5	3	93	0.2	6	3
# COc1ccc(NC(=O)CN2C(=O)CC(C)(C)S(=O)(=O)c3ccccc32)cc1 as listed: -0.1	-4	-8	0	6	83	0.0	2	2
# C=CCn1c(C(C)NC(=O)CC)nc2ccccc21 (centres undefined) as listed: 1.6	-1	-1	0	-5	114	0.2	3	-4
# COc1ccc([C@]2(C(C)C)ON(c3ccccc3C(F)(F)F)C2=O)cc1 as listed: .	2	8	.	-2	105	0.3	8	.
